# ATG4B inh – ATG4B protease inhibitors, primary screen, biochemical, fluorescence, uHTS; inhibition, % at 8.33 µM; hit rate 0.51% among 340,000; ATG4B cleavage of LC3-PLA2, NBD-HPC fluorescence, 1 h; Cysteine protease ATG4B (Homo sapiens), Q9Y4P1; AID 504462, 2011; in the data active = inhibition above about 40%
# Target sequence (Q9Y4P1 whole entry, looked up): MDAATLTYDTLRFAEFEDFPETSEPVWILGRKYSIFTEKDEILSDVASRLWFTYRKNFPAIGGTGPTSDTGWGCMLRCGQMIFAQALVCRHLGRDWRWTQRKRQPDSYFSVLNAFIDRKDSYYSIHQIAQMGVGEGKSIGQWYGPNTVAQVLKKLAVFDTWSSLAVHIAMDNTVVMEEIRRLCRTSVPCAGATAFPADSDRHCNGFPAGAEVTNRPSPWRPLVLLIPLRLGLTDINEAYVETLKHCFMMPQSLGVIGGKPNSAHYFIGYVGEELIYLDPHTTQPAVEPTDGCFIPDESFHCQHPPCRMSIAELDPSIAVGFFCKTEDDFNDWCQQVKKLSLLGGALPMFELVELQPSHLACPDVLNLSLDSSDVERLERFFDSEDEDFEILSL
# UBC13 inh – UBC13 polyubiquitin chain formation inhibitors, primary screen, biochemical, TR-FRET, uHTS; Ubiquitin-conjugating enzyme E2 N (Homo sapiens), P61088; inhibition, % at 20 µM; hit rate 0.47% among 330,000; in the data active = inhibition above about 45%, passing the limit was not always enough
# Target sequence (P61088 whole entry, looked up): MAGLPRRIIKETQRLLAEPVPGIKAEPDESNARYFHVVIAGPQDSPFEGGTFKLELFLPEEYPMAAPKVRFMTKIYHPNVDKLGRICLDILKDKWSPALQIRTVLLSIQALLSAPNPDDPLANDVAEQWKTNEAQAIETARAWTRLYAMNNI
# CCR6 antag – CCR6 receptor antagonists, primary screen, cell-based, CHO-K1, luminescence, beta-arrestin, uHTS | CHO-K1 CCR6 PathHunter beta-arrestin, CCL20-stimulated | hit rate 0.49% among 340,000 | inhibition, % at 20 µM | C-C chemokine receptor type 6 (Homo sapiens), P51684;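 active = compounds whose inhibition of the agonist-driven luminescence signal at 20 µM reaches about 50%, limit read from the data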;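 note: cells stimulated with CCL20 at 14 nM final; plate controls were DMSO with CCL20 for no effect and DMSO without agonist for full effect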
# Target sequence (P51684 whole entry, looked up): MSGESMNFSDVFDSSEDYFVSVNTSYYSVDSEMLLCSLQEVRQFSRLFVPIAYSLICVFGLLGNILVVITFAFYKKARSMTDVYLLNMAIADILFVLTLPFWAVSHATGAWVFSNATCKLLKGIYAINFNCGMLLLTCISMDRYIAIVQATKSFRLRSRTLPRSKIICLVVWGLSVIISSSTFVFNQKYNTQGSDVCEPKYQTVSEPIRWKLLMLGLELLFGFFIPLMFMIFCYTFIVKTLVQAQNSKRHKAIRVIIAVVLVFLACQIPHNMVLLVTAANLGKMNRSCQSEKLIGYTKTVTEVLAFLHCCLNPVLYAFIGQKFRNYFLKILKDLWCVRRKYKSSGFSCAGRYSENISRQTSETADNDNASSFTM
# EBI2 block – EBI2 receptor antagonists, beta-arrestin recruitment, primary screen, cell-based, luminescence, 7a,25-OHC stimulation, uHTS; hit rate 0.81% among 360,000; inhibition, % at 5 µM; G-protein coupled receptor 183 (Homo sapiens), P32249; 7a,25-OHC stimulated; in the data active = inhibition above about 38%;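 note: enzyme fragment complementation signal reports receptor beta-arrestin coupling in cells; 0% = agonist plus DMSO wells and 100% = wells without agonist; some results beyond the cut were filed as inactive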
# APJ antag – antagonists of human apelin receptor APJ, primary screen, CHO-K1 cells, beta-arrestin complementation, luminescence; inhibition, % at 20 µM; hit rate 0.32% among 330,000; AID 2521, 2010;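 active = inhibition above about 40% at 20 µM, limit read from the data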;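 note: cells challenged with 10 nM apelin-13 agonist together with compound; plate controls were apelin-13 plus DMSO wells for no effect and DMSO wells lacking apelin-13 for full effect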
# CXCR6 inh – CXCR6 receptor inhibitors, primary screen, cell-based, beta-arrestin, luminescence, CHO-K1 PathHunter, 1536-well. C-X-C chemokine receptor type 6 (Homo sapiens), O00574. inhibition, % at 20 µM. hit rate 0.36% among 360,000. AID 602244, 2012; in the data active = inhibition above about 34%, passing the limit was not always enough;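 note: antagonist mode with CXCL16 agonist at 10 nM final; 0% = 10 nM CXCL16 with DMSO and 100% = unstimulated wells without agonist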
# APJ agonist – agonists of human apelin receptor APJ, primary screen, CHO-K1 cells, PathHunter beta-arrestin, luminescence; P35414; 0% DMSO wells, 100% apelin; activation, % at 20 µM; hit rate 0.11% among 330,000; AID 2520, 2010;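 active = activation more than six SD over the plate average, tested at 20 µM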;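 note: 0% = DMSO alone and 100% = apelin-13 at 10 nM; some results filed as inactive read as strong as hits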
#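 Test system: CHO-K1 APJ beta-arrestin complementation cell line | Compound: Single test compound dose, 20 µM final, 1% DMSO | Incubation: Compound 90 min 25 °C, reagent 1 h | Measured by: beta-gal luminescence | Read-out basis: APJ–arrestin association signal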
# Gli-Sufu antag – Gli-Sufu pathway antagonists, primary screen, luciferase luminescence, Sufu-KO-LIGHT cells, uHTS; inhibition, % at 5 µM; Sufu-KO-LIGHT fibroblasts, Gli luciferase reporter luminescence; hit rate 0.74% among 340,000; AID 588413, 2011;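 active = inhibition above about 55%, limit read from the data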;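 note: 0% = DMSO-treated cells and 100% = wells with medium but no cells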
# Numbers without * were called inactive; . = no result given.
[1] CCCc1cc(-n2ccnc2)n2c(nc3ccccc32)c1C#N
[2] CCCCn1c(N)c(N(CCOC)C(=O)c2ccc(-c3ccccc3)cc2)c(=O)[nH]c1=O
[3] Cc1cc(C(=O)N2CCc3ccccc32)c2ccccc2n1
[4] COc1ccc(N2C(=O)CC(N3CCN(c4ccccc4OC)CC3)C2=O)cc1 (centres undefined)
[5] COc1ccc(S(=O)(=O)N2CCCC(C(=O)N3CCOCC3)C2)cc1C (centres undefined)
[6] COc1nc(N(CC(N)=O)S(=O)(=O)c2ccccc2)nc(C)c1Cl

assay / compound	1	2	3	4	5	6
ATG4B inh	13	-6	-6	-1	-6	1
UBC13 inh	-5	-1	-10	3	-1	2
CCR6 antag	3	-2	12	11	0	-10
EBI2 block	-4	-8	-8	-2	2	4
APJ antag	-19	17	6	7	1	12
CXCR6 inh	-7	9	4	1	1	5
APJ agonist	5	8	0	1	-1	2
Gli-Sufu antag	4	-8	-1	.	99*	-4

# Some of the entries so far, with each value named:
(1) CCCc1cc(-n2ccnc2)n2c(nc3ccccc32)c1C#N
  ATG4B inh: 13 | UBC13 inh: -5 | CCR6 antag: 3 | EBI2 block: -4 | APJ antag: -19 | CXCR6 inh: -7 | APJ agonist: 5 | Gli-Sufu antag: 4

(2) CCCCn1c(N)c(N(CCOC)C(=O)c2ccc(-c3ccccc3)cc2)c(=O)[nH]c1=O
  ATG4B inh: -6 | UBC13 inh: -1 | CCR6 antag: -2 | EBI2 block: -8 | APJ antag: 17 | CXCR6 inh: 9 | APJ agonist: 8 | Gli-Sufu antag: -8

(3) Cc1cc(C(=O)N2CCc3ccccc32)c2ccccc2n1
  ATG4B inh: -6 | UBC13 inh: -10 | CCR6 antag: 12 | EBI2 block: -8 | APJ antag: 6 | CXCR6 inh: 4 | APJ agonist: 0 | Gli-Sufu antag: -1

(4) COc1ccc(N2C(=O)CC(N3CCN(c4ccccc4OC)CC3)C2=O)cc1 (centres undefined)
  ATG4B inh: -1 | UBC13 inh: 3 | CCR6 antag: 11 | EBI2 block: -2 | APJ antag: 7 | CXCR6 inh: 1 | APJ agonist: 1 | Gli-Sufu antag: .

# Further entries follow:
[7] CCCCC(=O)NNC(=O)N1c2ccccc2Sc2ccccc21
[8] O=C(CN1CCN(c2ccccn2)CC1)Nc1ccc(OC(F)(F)F)cc1
[9] COC(=O)c1cc(NC(=O)CC2Oc3ccccc3NC2=O)cc(C(=O)OC)c1 (centres undefined)
[10] CC1CC(C)CN(C(=O)CCNC(=O)Cn2ccc3ccccc3c2=O)C1 (centres undefined)
[11] CCN1C(=O)[C@@H]2[C@@H](c3ccc(-c4cccc(Cl)c4)cc3)N3CCC[C@@]3(C(=O)OC)[C@@H]2C1=O
[12] Cc1csc(NC(=O)c2cc3c(s2)CCCC3)n1

assay / compound	7	8	9	10	11	12
ATG4B inh	1	-1	2	-7	-6	1
UBC13 inh	-2	1	6	2	-8	15
CCR6 antag	2	5	7	-7	14	5
EBI2 block	-4	3	3	-9	8	-3
APJ antag	-17	7	4	-1	10	2
CXCR6 inh	-5	-1	-7	4	7	-13
APJ agonist	-2	-2	-5	-3	-5	-1
Gli-Sufu antag	17	-12	25	-6	3	-182

[13] O=C(C=C1NCCN1)c1ccccc1
[14] COc1ccc(N2CCN(S(=O)(=O)c3ccc(-c4cc(C)no4)s3)CC2)cc1
[15] Cc1ccc(C(=O)CSC2=C(C#N)C(c3ccco3)CC(=O)N2)c(C)c1 (centres undefined)
[16] Cc1nc2sc(C(c3ccccc3)N3CCC(O)CC3)c(O)n2n1 (centres undefined)
[17] CS(=O)(=O)NCCOc1ccc(S(=O)(=O)NCCOc2ccccc2)cc1
[18] CC1N(C)c2cc(NC(=O)c3ccco3)ccc2C1(C)C (centres undefined)

assay / compound	13	14	15	16	17	18
ATG4B inh	-13	-2	5	1	-2	-2
UBC13 inh	-1	-2	-4	-1	3	-1
CCR6 antag	13	5	3	3	1	2
EBI2 block	-4	0	-5	-6	8	-13
APJ antag	11	7	-16	18	1	5
CXCR6 inh	2	1	0	5	-3	0
APJ agonist	-1	-5	1	-3	-4	-1
Gli-Sufu antag	-4	-14	10	-11	3	23

[19] CCN(CC)C(=O)Cn1cc(C(=O)C(=O)NCc2ccccn2)c2ccccc21
[20] O=C(NCc1ccc(Cl)cc1)C(=O)NCC1OCCN1S(=O)(=O)c1cc(F)ccc1F (centres undefined)
[21] O=C(Nc1c(F)cc(F)cc1Br)c1cccnc1
[22] COc1cc(CN2CCN(Cc3ccc(C(F)(F)F)cc3)CC2)cc(OC)c1OC
[23] CCOc1ccccc1C(=O)NCC(=O)NCc1ccc(S(=O)(=O)N2CCOCC2)cc1
[24] CCOc1ccc(C2C(C#N)=C(N)Oc3cc(C)[nH]c(=O)c32)cc1OC (centres undefined)

assay / compound	19	20	21	22	23	24
ATG4B inh	2	0	-7	1	2	4
UBC13 inh	-3	0	-5	-3	8	14
CCR6 antag	-3	5	14	6	-3	7
EBI2 block	-9	12	-10	-10	-1	0
APJ antag	-27	-24	10	-4	-8	-2
CXCR6 inh	-3	-7	6	-6	3	-13
APJ agonist	-1	-1	0	-4	-5	0
Gli-Sufu antag	19	-3	-1	43	12	-7

[25] O=C(CC(c1ccccc1)c1cc(Br)ccc1O)NCCN1CCOCC1 (centres undefined)
[26] CC(=O)C[C@@H](O)CC(=O)[C@@H]1OC(=O)[C@H](C)CCCCc2ccccc21
[27] O=C(O)c1cccc(-c2ccc3c(c2)OCO3)c1
[28] CCCCOC(=O)Nc1ccc2c(C)cc(=O)oc2c1
[29] Cc1cc(NC(=O)c2cc(-c3cccnc3)nc3c(C)c(C)ccc23)no1
[30] CCOc1ccc2[nH]cc(-c3csc(N)n3)c2c1

assay / compound	25	26	27	28	29	30
ATG4B inh	-16	23	4	-1	-10	-10
UBC13 inh	-2	-10	7	12	40	-22
CCR6 antag	1	-7	-7	7	1	-4
EBI2 block	-9	-11	4	-1	3	10
APJ antag	11	0	-4	0	11	-17
CXCR6 inh	-16	-1	-19	4	12	-1
APJ agonist	-5	-1	-1	-2	-2	0
Gli-Sufu antag	6	-3	-9	-87	1	3

[31] Cc1ccc(-c2cc(N)n(Cc3ccc(Cl)cc3)n2)cc1
[32] CC1CC=CCC1(CO)CO (centres undefined)
[33] O=C(c1ccc(Cl)cc1Cl)N1CCC(C(=O)N2CCOCC2)CC1
[34] Cc1ccc(CCNS(=O)(=O)c2cc3c(cc2C)n(C)c(=O)c(=O)n3C)cc1
[35] O=C(NNC(=O)c1ccccc1Br)c1ccc(Cl)cc1
[36] COc1ccc(C)cc1NC(=O)CN(c1ccccc1F)S(C)(=O)=O

assay / compound	31	32	33	34	35	36
ATG4B inh	-11	7	-4	-1	2	7
UBC13 inh	4	.	3	0	1	4
CCR6 antag	3	1	3	-10	3	-2
EBI2 block	2	14	-15	0	-4	-3
APJ antag	-4	.	-10	15	4	0
CXCR6 inh	-1	1	-8	0	-2	2
APJ agonist	2	.	-2	0	1	-5
Gli-Sufu antag	-2	-9	24	11	-7	-5

[37] Nc1ncnc(Oc2cccc(C(F)(F)F)c2)c1[N+](=O)[O-]
[38] CCCCOc1ccc(NC(=O)c2cc(F)c(F)cc2Cl)cc1
[39] Cc1noc(/C=C/N(C)C)c1S(=O)(=O)N1CCCC(C(=O)NC2CCCCC2C)C1 (centres undefined)
[40] CN(C)C(CNC(=O)CCCOc1ccccc1)c1ccco1 (centres undefined)
[41] CC(C)CNS(=O)(=O)c1ccc(CCC(=O)N2CCN(Cc3ccccc3)CC2)cc1
[42] Cc1ccc(CNC(=O)C2CCCN(c3ncnc4c3nc3n4CCCCC3)C2)cc1 (centres undefined)

assay / compound	37	38	39	40	41	42
ATG4B inh	-2	2	-5	-2	0	4
UBC13 inh	-14	-4	-2	0	-10	-2
CCR6 antag	3	26	11	-5	-4	2
EBI2 block	-42	2	-1	-4	1	-6
APJ antag	5	-21	4	1	4	-12
CXCR6 inh	-2	-6	-2	-4	-3	0
APJ agonist	0	1	3	-3	1	-1
Gli-Sufu antag	-3	-28	18	-3	6	17

[43] Cc1ccc2oc(C(=O)N3CCN(CCO)CC3)c(C)c2c1
[44] O=C(Nc1cccc(O)c1)c1ccc([N+](=O)[O-])cc1Cl
[45] CC(C)N(CCCNC(=O)CC1Oc2ccccc2NC1=O)Cc1ccccc1 (centres undefined)
[46] CC(C)CO/C(=N/S(=O)(=O)c1ccccc1)c1ccccc1
[47] CC(C)(C)n1nc2c(c1NC(=O)Cc1cccc3ccccc13)CS(=O)C2 (centres undefined)
[48] Cc1c(CCOC(=O)C23CC4CC(CC(C4)C2)C3)sc[n+]1CC#N

assay / compound	43	44	45	46	47	48
ATG4B inh	-4	-4	-7	7	-1	-6
UBC13 inh	-3	-4	6	0	-1	7
CCR6 antag	15	-22	-4	-9	6	5
EBI2 block	9	-8	0	-4	3	-5
APJ antag	4	-21	-2	6	15	0
CXCR6 inh	-7	-12	2	9	-9	2
APJ agonist	-2	3	-1	-2	-1	-4
Gli-Sufu antag	-4	-21	7	0	2	-4

[49] CC1CN(S(=O)(=O)c2ccc(F)cc2)C(C)N1C(=O)N1CCOCC1 (centres undefined)
[50] CCc1ccc(-n2c(=O)c3ccc(C(=O)NCCc4ccccc4)cc3n(CC(N)=O)c2=O)cc1
[51] COc1ccc(S(=O)(=O)N2CCCC(C(=O)NCCC(C)C)C2)cc1 (centres undefined)
[52] OC(COCc1ccccc1)CN1CCCCC1 (centres undefined)
[53] O=C(C1CCC(CNc2c(N3CCOCC3)c(=O)c2=O)CC1)N1CCN(c2ccccc2)CC1 (centres undefined)
[54] CCOC(=O)c1c(C)nc2cc(C)cc(C)n12

assay / compound	49	50	51	52	53	54
ATG4B inh	4	5	-2	-1	-4	0
UBC13 inh	2	-6	0	-1	-4	4
CCR6 antag	-5	8	0	1	6	2
EBI2 block	-2	10	-1	-3	-2	-6
APJ antag	8	-1	-33	16	7	-9
CXCR6 inh	6	-2	6	-15	2	-6
APJ agonist	-1	-3	-1	2	-3	-4
Gli-Sufu antag	-2	6	8	-9	-4	-2

[55] Cc1cc(C)n(/N=C/c2ccco2)c(=O)c1C#N
[56] O=C(CSc1nnnn1-c1ccccc1)N1CCCc2ccccc21
[57] CCOC(=O)C1CCN(C/C=C/c2ccccc2OC)CC1
[58] COC(=O)CNC(=O)Cc1c(C)n(C(=O)c2ccc(Cl)cc2)c2ccc(OC)cc12
[59] COc1cc2c(cc1OC)CN(C(=O)c1cccc(S(=O)(=O)N(C)C)c1)CC2
[60] COc1ccc(OCC(=O)Nc2ccc(C)c(S(=O)(=O)N(C)C)c2)cc1

assay / compound	55	56	57	58	59	60
ATG4B inh	-7	-2	-3	-9	-6	-7
UBC13 inh	-4	0	6	3	0	0
CCR6 antag	5	5	13	11	4	7
EBI2 block	-8	-7	1	17	-6	10
APJ antag	2	1	-31	-1	-4	7
CXCR6 inh	4	2	3	4	3	-6
APJ agonist	2	-4	-5	0	0	-1
Gli-Sufu antag	1	1	-5	-24	3	-5

[61] CN1CCN(c2ccccc2NC(=O)c2cccs2)CC1
[62] OC(CNCc1ccccc1)COc1ccccc1 (centres undefined)
[63] c1ccc(-c2nnc(-c3ccccc3)o2)cc1
[64] COC(=O)c1ccc(C23CC4(C2)[C@H](CN(C)[C@@H]4c2ccccc2)C3c2ccccc2)cc1 (some centres undefined)

assay / compound	61	62	63	64
ATG4B inh	-6	3	10	-6
UBC13 inh	-1	2	-4	7
CCR6 antag	13	17	18	11
EBI2 block	0	-9	7	17
APJ antag	10	2	3	14
CXCR6 inh	-5	-3	1	6
APJ agonist	2	-3	1	0
Gli-Sufu antag	11	10	-73	20
